Assay outcomes (PubChem)
EPAC2 ag: qHTS for Agonist of cAMP-regulated guanine nucleotide exchange factor 4 (EPAC2): primary screen. EPAC2 activation, biochemical qHTS; response scale: 100% = 6.5 mM cAMP response. Potency, µM (series often up to 154 µM), inactives show at the highest dose activation, usual class: activators. 360,000 tested, 0.079% active; further: potency means the concentration at half of the fitted maximal effect; nearly all actives have a fitted effect of over 50% in size
Target sequence (Q8WZA2 whole entry, looked up): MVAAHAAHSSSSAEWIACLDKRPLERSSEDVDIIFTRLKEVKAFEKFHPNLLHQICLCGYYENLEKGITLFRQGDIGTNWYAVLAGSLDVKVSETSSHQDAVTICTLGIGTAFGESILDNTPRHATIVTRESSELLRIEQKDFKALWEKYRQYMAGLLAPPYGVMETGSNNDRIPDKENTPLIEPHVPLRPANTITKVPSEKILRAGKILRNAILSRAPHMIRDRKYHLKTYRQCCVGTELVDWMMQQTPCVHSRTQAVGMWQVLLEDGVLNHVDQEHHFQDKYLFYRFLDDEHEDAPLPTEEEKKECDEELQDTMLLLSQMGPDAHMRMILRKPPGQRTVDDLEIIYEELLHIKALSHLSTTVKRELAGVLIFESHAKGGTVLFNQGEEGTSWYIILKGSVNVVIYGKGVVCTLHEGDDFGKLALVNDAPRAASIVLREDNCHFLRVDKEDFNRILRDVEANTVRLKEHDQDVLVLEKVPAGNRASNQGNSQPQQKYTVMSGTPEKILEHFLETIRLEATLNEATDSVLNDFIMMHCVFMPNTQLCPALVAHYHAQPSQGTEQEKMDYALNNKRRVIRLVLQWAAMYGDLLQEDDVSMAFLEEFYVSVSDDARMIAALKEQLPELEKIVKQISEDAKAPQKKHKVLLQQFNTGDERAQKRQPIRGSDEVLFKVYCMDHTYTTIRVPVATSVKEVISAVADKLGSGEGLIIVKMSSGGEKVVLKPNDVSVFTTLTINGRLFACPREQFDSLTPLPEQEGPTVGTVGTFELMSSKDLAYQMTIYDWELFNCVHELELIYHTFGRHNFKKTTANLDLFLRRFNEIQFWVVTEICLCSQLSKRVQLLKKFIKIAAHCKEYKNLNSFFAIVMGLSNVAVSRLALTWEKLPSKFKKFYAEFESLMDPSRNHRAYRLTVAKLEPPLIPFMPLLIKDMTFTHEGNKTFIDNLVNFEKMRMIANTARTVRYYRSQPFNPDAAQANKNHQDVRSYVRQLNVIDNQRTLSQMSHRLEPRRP
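Exchange assay: 100 nM EPAC2 with 250 nM Rap1B-BODIPY-GDP and 50 uM GDP. Fluorescence (ex 480/em 540 nm) read every 5 min for 30 min at room temperature. Data normalized to 6.5 mM cAMP as agonist control.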
Mm-Cpn inhibitor: Inhibitors of TCP-1 ring complex (TRiC) of Methanococcus maripaludis (MmCpn): qHTS; Chaperonin Mm-Cpn (Methanococcus maripaludis); purified Mm-Cpn ATPase, ADP Transcreener TR-FRET; Potency, µM (series often up to 76.9 µM), without a hit: at the top dose activity, negative = inhibition, usual class: inhibitors; 330,000 tested, 0.031% active; AID 504842, 2011; further: potency means the concentration at half of the fitted maximal effect; on the % scale 0 is the no-effect control and ±100 the full control effect; nearly all actives have a fitted effect of over 80% in size
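Purified archaeal chaperonin (25 nM final) was preincubated with compound for 10 min at 37°C, then ATP (10 uM final) was added for 30 min at 37°C in Tris pH 7.4/KCl/MgCl2/DTT buffer. ADP was quantified by HTRF Transcreener TR-FRET.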
Nrf2 inh: Nrf2 qHTS screen for inhibitors; A549 ARE-Fluc reporter, luciferase luminescence, 18-24 h; Potency, µM (doses to about 46 µM), for inactives: at the highest dose activity change, negative = inhibition, usual class: inhibitors; 360,000 tested, 2.1% active; AID 504444, 2011; further: potency means the concentration at half of the fitted maximal effect; on the % scale 0 is the no-effect control and ±100 the full control effect; nearly all actives have a fitted effect of over 60% in size
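Reporter: ARE-Fluc in A549. Exposure: 18-24 h, 37 °C, 5% CO2, 5% FBS OPTI-MEM. Readouts: fluorescent cytotoxicity (CellTiter-Fluor), then luminescent Nrf2 signal after BugLite.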
A549 tox: Nrf2 qHTS screen for inhibitors: counterscreen for cytotoxicity | 390,000 tested, 0.16% active | A549 ARE-Fluc cells, CellTiter-Fluor viability, 18-24 h | Potency, µM (titrated, usually from 46 µM), inactives show at the top dose activity change, negative = cytotoxicity, actives largely listed as inhibitors; further: potency means the concentration at half of the fitted maximal effect; on the % scale 0 is the no-effect control and ±100 the full control effect
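A549 ARE_Fluc cells in 5% FBS OPTI-MEM were exposed to compounds in concentration-response for 18-24 h at 37 deg C. Viability was read by CellTiter-Fluor fluorescence (Ex 405/Em 525) after 30 min, before the luciferase read.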
CCT modulator: High-Throughput Screening for Modulators of Cytosolic Chaperonin Activity; purified chaperonin ATPase assay, HTRF ADP detection, 30 min; activity change, % (concentration not given with the values), hits read low; 360,000 tested, 0.3% active; in the data active means activity change below about -30%; further: on the % scale 0 is the no-effect control and ±100 the full control effect
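Enzyme 40 or 20 nM (batch-dependent) in Tris pH 7.4/KCl/MgCl2/DTT; cpd 76 uM single point; ATP 10 uM; 30 min 37 °C; Transcreener ADP HTRF detection, 30 min RT; ratio 665/615.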
TGFb inhibitor: qHTS for Inhibitors of TGF-b | HepG2 CAGA-GFP TGF-b/SMAD3 reporter, GFP fluorescence, 18 h; TGF-beta stimulated, 500 pg/mL final | Potency, µM (series often up to 46.1 µM), for the others: at the top dose activity, negative = inhibition, usual class: inhibitors | 410,000 tested, 1.2% active | AID 588855, 2011; further: potency means the concentration at half of the fitted maximal effect; on the % scale 0 is the no-effect control and ±100 the full control effect; nearly all actives have a fitted effect of over 65% in size
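Per well, imaged GFP fluorescence of HEPG2 CAGA-GFP cells gives the signal; cells get compound, then TGF-beta (500 pg/mL final), 18 h at 37 degrees C; %Activity versus -TGF-beta and +DMSO controls.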
Nrf2 ARE act: qHTS of Nrf2 Activators. Potency, µM (doses to about 46.1 µM), inactives show at the top dose activation, hits mostly activators. AREc32 ARE-luciferase reporter (MCF7-derived line), luminescence, 24 h. 410,000 tested, 0.31% active; further: potency means the concentration at half of the fitted maximal effect; % of control where 0% means no effect; nearly all actives have a fitted effect of over 65% in size
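Steps: seed AREc32_Fluc cells (1000/well, 5% FBS OPTI-MEM); incubate overnight at 37 deg C; add 23 nL compound; incubate 24 hr; add Steady-Glo; hold 30 min RT; read luminescence.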
EPAC2 antagonist: qHTS for Antagonist of cAMP-regulated guanine nucleotide exchange factor 2 (EPAC2): primary screen. AID 720708, 2013. Rap guanine nucleotide exchange factor 4 (Homo sapiens), Q8WZA2. EPAC2 GEF exchange of Rap1B-BODIPY-GDP, fluorescence. 360,000 tested, 0.18% active. Potency, µM (titrated, usually from 114 µM), for the others: top-dose activity, negative = inhibition, most hits filed as inhibitors; further: potency means the concentration at half of the fitted maximal effect; on the % scale 0 is the no-effect control and ±100 the full control effect; nearly all actives have a fitted effect of over 45% in size; many of its hits are not listed in these tables
pAkt inh: HTS Assay for Inhibitors of Akt Phophorylation: Primary Screen; 360,000 tested, 0.32% active; Neuro2A IGF-stimulated pAkt S473 HTRF, 20 min; active compounds read low; activity change, % for hits at 50 µM; AID 651550, 2012; in the data active means activity change below about -80%; inconclusive means mostly about -51% to -80%; further: on the % scale 0 is the no-effect control and ±100 the full control effect
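Neuro2A cells in DMEM with 0.5% FBS, overnight at 37 deg C, given compound at single 50 µM final, then IGF (6 nM final) for 20 min at 37 deg C. Lysed; phospho-Akt Ser473 by HTRF after 24 h, 665/615 ratio.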
* = called active by the depositor; i = inactive; ? = inconclusive; nt = no result given; [ ] = another dose, or the depositor's remark. Unless noted, the call rests on the fitted dose curve; in most records, active means well fitted curve in the direction sought with a large enough effect; inconclusive means small, poorly fitted or top-dose-only effect, or another doubt; inactive means no such curve, though single readings can be large; an effect the other way counts as inactive or inconclusive. Some of the compounds tested (hit frequency here may not be typical).

Results follow in this order: EPAC2 ag	Mm-Cpn inhibitor	Nrf2 inh	A549 tox	CCT modulator	TGFb inhibitor	Nrf2 ARE act	EPAC2 antagonist	pAkt inh
Cc1ccc(CN2CCN(Cc3cn[nH]c3-c3cccc(F)c3)CC2CCO)o1 (stereo not given)
  9.6%	0.9%	4.6%	9.0%	0.4	?	0.6%	3.6%	i
COc1ccc(-c2noc(CN(C(=O)c3ccc(OC(C)=O)cc3)C(C)C)n2)cc1OC
  1.2%	2.4%	5.5%	-5.0%	1.8	-3.5%	4.2%	3.4%	i
Nc1nc(Nc2ccccc2)n[nH]1
  -7.1%	-4.8%	10.2%	0.4%	0.5	6.7%	-0.7%	-6.7%	i
CCOc1ccccc1CN1CCNC(=O)C1CC(=O)N(C)CCc1ccccn1 (stereo not given)
  8.7%	-0.5%	3.2%	-1.0%	-3.2	3.5%	0.4%	-1.5%	i
Cc1cccc(NC(=O)C2CCN(S(=O)(=O)c3cccc4cccnc34)CC2)c1
  9.2%	1.3%	?	-5.6%	-1.3	-24.5%	-1.0%	-5.4%	i
C=CCN(CC=C)CC(O)CN(c1cc([N+](=O)[O-])ccc1OC)S(=O)(=O)c1ccccc1 (stereo not given)
  6.5%	2.3%	3.3%	-3.7%	-1.6	0.9%	0.1%	6.5%	i
CCOc1ccc(NC(=S)N(CCN2CCOCC2)Cc2cc3cc4c(cc3[nH]c2=O)OCCO4)cc1
  -3.0%	0.6%	-11.3%	-2.3%	1.7	0.5%	0.1%	-0.1%	i
Cc1cccc(N2C(=O)c3ccc(C(=O)Nc4ccccn4)cc3C2=O)c1
  -2.8%	1.1%	4.3%	1.3%	-0.8	21.4%	-1.0%	-0.7%	i
CCCCN(C(=O)/C=C/c1ccco1)c1c(N)n(CC(C)C)c(=O)[nH]c1=O
  -2.1%	-0.7%	-4.9%	8.4%	0.5	0.0%	4.5%	16.1%	i
CC(=O)N1CCc2cc(Br)cc(S(=O)(=O)NCCN3CCCCC3C)c21 (stereo not given)
  2.3%	-10.1%	0.5%	-3.7%	1.5	-8.3%	-0.1%	15.0%	i
O=C(COC(=O)/C=C/c1ccc(S(=O)(=O)N2CCOCC2)cc1)NCc1ccc(Cl)cc1
  -12.6%	-4.8%	2.6%	-1.3%	-1.5	2.8%	0.1%	-1.2%	i
O=C(O/N=C1\CCCc2ccccc21)C1CC1
  13.7%	-3.4%	2.8%	-10.5%	-2.1	-2.2%	-0.5%	4.6%	i
Cc1noc(C)c1S(=O)(=O)N1CCCC(C(=O)Nc2cccnc2)C1 (stereo not given)
  1.3%	-15.8%	0.1%	-5.2%	-2.3	-0.6%	-0.5%	15.1%	i
O=[N+]([O-])c1cc2c(cc1/C=N/n1cnnc1)OCO2
  6.3%	-3.1%	1.7%	-1.9%	2.2	11.1%	-0.1%	2.5%	i
COc1ccc(C(=O)N/C(=C\c2cc(OC)c(OC)cc2[N+](=O)[O-])C(=O)NCCO)cc1
  0.6%	-2.0%	-6.9%	-8.2%	-2.5	?	-0.5%	0.0%	i
Cc1ccc(O)c(NC(=S)NC(=O)c2ccc(-c3ccc(Cl)cc3)o2)c1
  -2.5%	nt	-25.0%	-15.6%	0.5	?	3.7%	4.2%	i
O=C(COC(=O)COc1cccc2ccccc12)NCC(F)(F)F
  4.5%	-5.9%	3.7%	3.5%	0.1	9.5%	0.5%	-6.5%	i
Cc1cc(=O)oc2cc(OC(C(=O)O)c3ccccc3)ccc12 (stereo not given)
  6.2%	-3.5%	-7.9%	-0.4%	0.4	19.0%	-0.1%	9.9%	i
COc1cc(/C=C/C(=O)O)cc(S(=O)(=O)NNC(=O)c2cc(C)oc2C)c1OC
  1.0%	-3.4%	-5.4%	1.7%	-1.5	-1.6%	0.2%	-2.0%	i
O=C(CN(CC1CCCO1)C(=O)CCC(=O)Nc1ccccn1)NCc1ccccc1 (stereo not given)
  -4.7%	0.9%	16.6%	2.7%	1.0	4.2%	2.1%	8.6%	i
CCc1ccc(CN(C(=O)c2cccs2)C2CCS(=O)(=O)C2)cc1 (stereo not given)
  18.7%	1.5%	-7.1%	-10.9%	-3.0	-5.4%	-0.7%	-6.9%	i
Cc1ccc(-n2nnnc2Sc2nc([N+](=O)[O-])nn2C)c(C)c1
  -1.8%	nt	4.4%	-3.8%	-3.2	?	?	0.8%	i
COc1ccc(CCN2C(=O)COc3ccccc3C2C(=O)Nc2c(C)cccc2C)cc1OC (stereo not given)
  2.3%	nt	nt	nt	0.3	nt	0.1%	0.1%	i
CN(C)c1cccc(C(=O)N2CCCC(C(=O)c3cc(F)ccc3F)C2)c1 (stereo not given)
  2.2%	0.4%	-5.1%	-13.7%	0.6	4.6%	-0.2%	-3.0%	i
Cc1nsc2nc3c(F)c(F)c(F)c(F)c3cc12
  1.2%	-0.5%	-8.1%	-10.8%	-0.2	?	0.7%[9.22 µM]	4.5%	i
CC(C)C[C@H]1CNC(=O)C(=O)N1C[C@H]1CCCN1C[C@H](CC(C)C)N1C[C@H](Cc2ccccc2)N(CCc2ccccc2)C(=O)C1=O
  -0.5%	nt	nt	nt	0.5	-0.2%	-1.1%	0.8%	i
COc1ccc(C(=O)N/C(=C\c2ccco2)C(=O)NCCN2CCOCC2)cc1
  9.5%	-1.1%	-0.9%	-0.4%	-2.9	20.4%	0.2%	-4.7%	i
CC(=O)Nc1ccc(NC(=O)CSc2nnc3ccc(-c4cccnc4)nn23)cc1
  6.5%	1.0%	7.1%	-1.5%	0.2	-23.9%	-0.6%	2.1%	i
COc1ccc(NC(=O)C(c2ccc(OC)cc2)N(Cc2ccco2)C(=O)CC2NC(=O)NC2=O)cc1 (stereo not given)
  -6.2%	3.5%	-4.0%	7.1%	-0.9	3.9%	-0.5%	-0.6%	i
COc1cc(-c2coc3c(C(=O)NCc4ccccc4)cccc23)ccc1O
  16.3%	nt	nt	nt	-1.9	-13.9%	8.3%	-5.6%	i
CC(C)CN(C(=O)CN1CCN(S(=O)(=O)c2ccc3ccccc3c2)CC1)c1c(N)n(CC(C)C)c(=O)[nH]c1=O
  -1.5%	-0.2%	0.0%	-5.8%	-1.5	14.0%	-0.5%	-4.2%	i
COc1ccccc1C(=O)OCC(=O)Nc1ccccc1OC(F)F
  14.6%	-0.7%	4.7%	?	-2.5	3.9%	1.8%	6.3%	i
COc1ccc(-n2c(O)c(C=Nc3ccccc3)c3ccccc3c2=O)cc1
  -0.7%	2.7%	-11.2%	-10.0%	3.7	13.1%	-0.7%	12.1%	i
CCSc1nnc(NC(=O)CSc2nnc(Cc3cccn3C)n2-c2ccc(F)cc2)s1
  -6.1%	-1.1%	-2.8%	16.6%	-0.3	12.8%	-0.6%	6.0%	i
Cc1cnccc1CNC(=O)C1CCC(=O)N(Cc2ccc(Cl)cc2)C1 (stereo not given)
  6.7%	-1.2%	15.7%	-0.1%	-0.6	?	-0.1%	3.7%	i
COc1ccc(Cl)cc1N(C)C(=O)CCc1nc(-c2ccc(C)cc2)no1
  24.0%	-0.3%	nt	-4.2%	-4.0	-19.7%	4.4%	-9.2%	i
O=S1(=O)CCN(C2CC2)CC1
  11.7%	nt	nt	nt	-1.0	3.4%	-0.3%	2.3%	i
CC1(C(=O)NCc2ccccn2)CCN1C(=O)Cc1ccc(Cl)cc1Cl (stereo not given)
  7.9%	nt	nt	nt	0.1	11.2%	0.1%	0.6%	i
O=C(CC(CC(=O)c1ccccc1)c1ccco1)c1ccccc1
  26.1%	nt	nt	nt	0.3	2.4%	16.8%	0.3%	i
O=C(Nc1cc([N+](=O)[O-])ccc1F)c1cccs1
  2.5%	0.7%	14.1%	-2.4%	-0.2	-6.1%	?	4.9%	i
Cc1ccccc1NC(=S)NC(NC(=O)c1ccco1)C(Cl)(Cl)Cl (stereo not given)
  -4.5%	1.6%	-20.4%	2.7%	-1.5	2.4%	2.3%	-6.3%	i
Nc1ccccc1Nc1nc2ccccc2[nH]1
  14.9%	-1.8%	3.0%	-6.3%	0.7	?	14.4%	16.0%	i
O=C(O)c1cc(-c2ccc(O)cc2)on1
  6.8%	2.2%	-0.5%	1.9%	-3.5	2.9%	-0.2%	-1.6%	i

Two records drawn at random from the list so far, as already listed:
Results follow in this order: EPAC2 ag	Mm-Cpn inhibitor	Nrf2 inh	A549 tox	CCT modulator	TGFb inhibitor	Nrf2 ARE act	EPAC2 antagonist	pAkt inh
COc1ccc(Cl)cc1N(C)C(=O)CCc1nc(-c2ccc(C)cc2)no1
  24.0%	-0.3%	nt	-4.2%	-4.0	-19.7%	4.4%	-9.2%	i
Cc1ccccc1NC(=S)NC(NC(=O)c1ccco1)C(Cl)(Cl)Cl (stereo not given)
  -4.5%	1.6%	-20.4%	2.7%	-1.5	2.4%	2.3%	-6.3%	i
